# From PubChem
# RTF Ca sens inh: cardiac RTF calcium desensitization; IANBD-labeled cardiac RTF, Ca2+ fluorescence; P19429+P45379; hit rate 0.12% among 340,000; inhibition, % at 7.15 µM;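 active means inhibition above the mean inhibition of all tested compounds plus 3 SD, cut at about 17% in these data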;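 further: assay run at fixed EC70 calcium of 1.6 mM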
# V-ATPase pH: alters yeast V-ATPase proton transport; S. cerevisiae, pHLuorin cytosolic pH fluorescence; response, % at 10 µM; hit rate 0.37% among 350,000; in the data active means response mostly above about 7.3%, no sharp cut-off; inactive means mostly below about 5.4%; further: actives read high; inactives centre near 0; some compounds called inactive have numbers as strong as hits; reference of the scale not given here
# Arr AP2 block: blocks beta-arrestin peptide binding to AP2 adaptin. AID 504490. inhibition, % at 10 µM. FITC-arrestin peptide / GST-AP2 beads, flow cytometry; AP2 beta2 appendage carries R879A mutation. hit rate 0.31% among 340,000;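 active means inhibition above a set limit, near 3 SD of compounds lacking own fluorescence, cut at about 54% in these data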;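 further: plate controls were DMSO wells for no effect and 5 µM unlabelled arrestin peptide for full effect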
#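 Measured by: flow cytometry, FL1 (488/535 nm); Material: AP2 appendage R879A on GSH beads; Evaluation: percent response; Timing: pre-incubation 12 min, peptide binding 1 h, room temperature; Also added: 50 nM FITC-arrestin peptide; Medium: PBS with 0.05% Tween 20 and 0.1% BSA.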
# DSG3 Ab inh: human desmoglein-3 autoantibody binding inhibition; DSG3-coupled beads, scFv-anti-DSG3-GFP binding, flow cytometry; stronger effect = lower value; P32926; binding (percent of control), % at 10 µM; hit rate 0.48% among 310,000; AID 588358;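 active means binding more than 3 SD below its plate's average and above zero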;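 further: hits lower antibody fragment binding to DSG3; some compounds called inactive have numbers as strong as hits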
# Target sequence (P32926 whole entry, looked up, the tested form may be a part): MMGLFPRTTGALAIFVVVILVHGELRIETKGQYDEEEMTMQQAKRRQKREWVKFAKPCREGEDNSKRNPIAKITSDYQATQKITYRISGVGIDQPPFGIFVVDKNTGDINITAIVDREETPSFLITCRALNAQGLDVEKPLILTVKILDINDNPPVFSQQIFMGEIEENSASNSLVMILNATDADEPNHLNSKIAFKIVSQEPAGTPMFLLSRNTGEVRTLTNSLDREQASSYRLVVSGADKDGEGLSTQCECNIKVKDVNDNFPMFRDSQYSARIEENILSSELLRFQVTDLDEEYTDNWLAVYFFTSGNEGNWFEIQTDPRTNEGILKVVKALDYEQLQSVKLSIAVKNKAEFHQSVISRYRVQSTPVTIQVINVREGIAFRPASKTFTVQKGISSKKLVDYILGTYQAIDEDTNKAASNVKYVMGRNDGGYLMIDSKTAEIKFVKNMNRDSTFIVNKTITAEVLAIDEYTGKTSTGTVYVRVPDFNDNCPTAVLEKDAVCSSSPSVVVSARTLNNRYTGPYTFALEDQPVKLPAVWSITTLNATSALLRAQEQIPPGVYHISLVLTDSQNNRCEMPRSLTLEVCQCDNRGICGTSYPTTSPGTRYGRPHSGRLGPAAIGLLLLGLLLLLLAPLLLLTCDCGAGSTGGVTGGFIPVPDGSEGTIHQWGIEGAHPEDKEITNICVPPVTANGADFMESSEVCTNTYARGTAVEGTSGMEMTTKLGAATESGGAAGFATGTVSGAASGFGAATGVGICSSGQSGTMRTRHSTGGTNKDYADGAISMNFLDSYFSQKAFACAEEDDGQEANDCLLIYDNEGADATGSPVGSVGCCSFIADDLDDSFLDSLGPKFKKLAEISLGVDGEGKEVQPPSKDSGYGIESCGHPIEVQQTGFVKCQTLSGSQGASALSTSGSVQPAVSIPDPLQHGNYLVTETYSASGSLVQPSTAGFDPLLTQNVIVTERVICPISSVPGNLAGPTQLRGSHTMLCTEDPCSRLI
# Keap1-Nrf2 PPI: Keap1-Nrf2 (human) interaction inhibition. Q14145. Keap1 Kelch-Nrf2 peptide fluorescence polarization, 1536-well. inhibition, % at 9.4 µM. hit rate 0.15% among 340,000. AID 504523; in the data active means inhibition above about 12%;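 further: human Keap1 Kelch domain with fluorescein labeled Nrf2 9mer peptide probe; 0% = neutral control wells and 100% = peptide positive control; higher means more block of Keap1 binding to Nrf2 peptide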
# Wnt bcat act: activates Wnt/beta-catenin signaling in a reporter cell assay; activation, % at 9.35 µM; activator, plate reader; hit rate 1.2% among 300,000; in the data active means activation above about 30%, passing the limit was not always enough;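 further: 0% = neutral control wells and 100% = positive control wells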
# MOR-DOR ag: OPRM1-OPRD1 heterodimerization agonism. cells, luminescence. activation, % at 9.3 µM. hit rate 0.3% among 340,000. AID 504326; in the data active means activation above about 18%;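 further: 0% = vehicle-treated cells and 100% = reference agonist; values of inactives mirror those of a sister screen read the other way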
# OPRM1-OPRD1 inv: mu-delta opioid heterodimer inverse agonism; P35372+P41143; cell-based MOR-DOR heterodimer luminescence; inhibition, % at 9.3 µM; hit rate 0.21% among 340,000; AID 504357; in the data active means inhibition above about 22%, passing the limit was not always enough;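 further: 0% = cells with DMSO and 100% = wells without cells with DMSO; values of inactives mirror those of a sister screen read the other way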
# LANA DNA inh: inhibitors of KSHV LANA C-terminal domain DNA binding; hit rate 0.078% among 340,000; inhibition, % at 9 µM; MBP-C-LANA/FAM-LBS DNA binding, fluorescence polarization; AID 504423;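 active means highest replicate inhibition at or above 60% at 9 µM, even if other replicates fall short; inactive means all replicates below 60% inhibition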;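 further: 0% = neutral control wells and 100% = 4 µM acridine orange control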
# RTF Ca sens act: increases calcium sensitivity of human cardiac regulated thin filaments; P19429+P45379; IANBD-labeled TnC RTF fluorescence at EC20 calcium; 0% EC20 calcium, 100% full calcium; activation, % at 7.2 µM; hit rate 0.24% among 340,000; AID 493008;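 active means activation above the mean over all tested compounds plus 3 SD, cut at about 30% in these data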;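 further: rise in fluorescence read as greater calcium sensitivity of cardiac thin filaments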
# Active calls of the source: *; · = no result given.
SMILES,RTF Ca sens inh,V-ATPase pH,Arr AP2 block,DSG3 Ab inh,Keap1-Nrf2 PPI,Wnt bcat act,MOR-DOR ag,OPRM1-OPRD1 inv,LANA DNA inh,RTF Ca sens act
Cc1ccc(C(=O)Nc2cccc(N(C)S(C)(=O)=O)c2)cc1S(=O)(=O)Nc1ccccc1,-11,1,-4,122,4,0,-1.0,6,-1.0,-12
COCCn1nnnc1C(c1cccs1)N1CCN(c2cccc(C(F)(F)F)c2)CC1 (centres undefined),2,1,1,78,-2,·,-3.0,16,-1.1,-4
CCCCOc1ccc(/C(O)=C2/C(=O)C(=O)N(CCCOC)C2c2ccncc2)cc1C (centres undefined),3,-6,16,97,0,·,-0.5,3,0.1,-2
COc1ccc(C(CC(=O)O)N2Cc3ccccc3C2=O)cc1 (centres undefined),-2,2,8,98,-5,1,-1.5,7,1.4,4
Nc1ccc(Cc2ccccn2)cc1,4,1,29,102,-2,0,-2.1,11,-0.4,2
COc1cccc(NC(=O)NC(C)C2CC3CCC2C3)c1 (centres undefined),-5,3,-3,90,2,0,-2.5,17,0.1,1
CC(C)N(C(=O)Cn1c(=O)oc2ccccc21)c1ccccc1,-5,1,19,87,5,-1,-3.1,14,1.9,0
O=C(c1ccccn1)N1N=C2/C(=C/c3ccccc3)CCCC2C1c1ccccc1 (centres undefined),-3,-2,-7,102,1,-2,1.8,-13,-1.6,-4
COc1ccc(NC(=O)/C=C/c2cccc(Br)c2)cn1,-8,-4,30,88,11,-4,3.7,-21,23,11
COc1cccc(CNC(=O)CSc2nnc3c(n2)[nH]c2ccc(OC)cc23)c1,-4,4,27,·,-4,-2,1.2,-8,0.3,2
O=C1[C@H](Cc2ccccc2)NCCCC[C@@H](c2ccc(Cl)cc2)N1Cc1ccc(Cl)cc1,2,3,4,110,2,-4,3.5,-20,2.4,-5
O=C(Nc1nnc(-c2ccccc2F)s1)C1CCN(S(=O)(=O)c2ccc(Cl)cc2)CC1,-5,0,2,96,1,-3,-2.9,17,0.9,-1
COc1ccccc1C(=O)NCCCNC(=O)c1cccnc1,-22,-3,-9,106,2,-1,-2.4,13,3.0,-6
CN(C)c1ccc(/C=N\NC(=O)c2ccc(Cn3cc(Cl)cn3)cc2)cc1,4,-3,19,101,-2,·,-2.1,13,-1.4,-4
Cc1ccccc1NC(=O)C1C2CC/C=C\CCC21 (centres undefined),2,0,4,·,-2,1,0.8,-4,-3.3,6
CNC(=S)NNc1nncc2ccccc12,-4,1,15,118,0,-4,-2.3,11,-0.8,-4
CCOc1ccc(CC(=O)NNC(=S)NC2CCCCC2)cc1OCC,1,-2,0,112,5,·,-1.5,9,1.2,2
Cc1cccnc1NC(=O)Cn1nc(C)c([N+](=O)[O-])c1C,-8,6,-3,·,-5,·,-2.3,10,0.1,0
COc1ccc(CCN2C(=O)CCC2(C)C(=O)NCc2cccnc2)cc1OC (centres undefined),1,1,7,95,-6,·,-2.5,13,1.3,-2
Cc1ccc(C)c(N2CCN(c3nc4ccccc4c(=O)n3Cc3ccccc3)CC2)c1,-6,-2,-2,102,3,-4,0.2,-1,0.4,-1

# Taken from above:
# For MOR-DOR ag, O=C1[C@H](Cc2ccccc2)NCCCC[C@@H](c2ccc(Cl)cc2)N1Cc1ccc(Cl)cc1 is entered as 3.5
# For MOR-DOR ag, COc1ccccc1C(=O)NCCCNC(=O)c1cccnc1 is entered as -2.4
# For RTF Ca sens inh, Cc1cccnc1NC(=O)Cn1nc(C)c([N+](=O)[O-])c1C is entered as -8
# For MOR-DOR ag, Cc1ccccc1NC(=O)C1C2CC/C=C\CCC21 (centres undefined) is entered as 0.8

# Next section
SMILES,RTF Ca sens inh,V-ATPase pH,Arr AP2 block,DSG3 Ab inh,Keap1-Nrf2 PPI,Wnt bcat act,MOR-DOR ag,OPRM1-OPRD1 inv,LANA DNA inh,RTF Ca sens act
Cc1sc2ncnc(N[C@@H](Cc3ccccc3)C(=O)O)c2c1C,-3,-3,-21,101,1,1,-3.8,18,·,-5
O=C(NCCn1cccn1)C1CCC(=O)N(CCc2ccccc2)C1 (centres undefined),-1,4,-8,114,-5,1,-2.2,12,-0.7,-4
O=C(O)/C=C/C(=O)NC1CCCCCCCCCCC1,5,1,3,·,4,0,-0.1,1,1.1,-1
CCCNC(=S)Nc1ccc(F)cc1F,·,-1,33,97,1,-1,·,·,0.4,·
CCOC(=O)CCN(Cc1cccs1)S(=O)(=O)c1ccc(F)cc1,-2,-5,-5,99,-7,·,-1.3,7,0.5,7
CCC1=C/C(=C/c2sc3ccccc3[n+]2CC)CC(C)(C)C1,·,-1,-7,·,-8,0,·,·,-1.1,·
O=C1CSc2ccc(C(=O)Nc3cccc(S(=O)(=O)Nc4ccc(Br)cc4)c3)cc2N1,-8,-1,-9,95,-7,-5,6.6,-48,0.7,1
COc1ccc(CC(=O)NCc2nnc(SCC(=O)Nc3nccs3)n2-c2ccccc2)cc1,-3,-4,5,114,-6,-1,-1.2,7,1.5,8
OC(CCN1CCCCC1)c1ccc(-c2ccccc2)cc1 (centres undefined),1,1,-17,95,4,-1,-1.8,10,-2.3,2
COCCN(CC(=O)NCc1ccccc1)C(=O)CCC(=O)Nc1nccs1,-8,1,6,·,3,-3,-4.8,20,0.5,-6
CS(=O)(=O)Nc1ccc2c3c(cccc13)CC2,-17,1,-134,107,1,·,-1.9,11,0.3,5
CC[C@]12C(=O)N(C)C[C@H]([C@@H]3C(=O)N(C)C(=O)[C@@H]31)N2C(=O)c1ccccc1,9,1,0,103,-5,0,3.8,-21,2.2,-10
O=C(CCC1CCCN(C(=O)c2ccc3c(c2)OCO3)C1)N1CCN(c2ccccn2)CC1 (centres undefined),-11,-1,30,95,-2,-1,-1.2,6,-0.5,0
CCNC(=O)NC(=O)C(C)OC(=O)c1cccn1C (centres undefined),0,3,40,104,0,0,-1.2,6,1.0,-2
CCOC(=O)C1CCN(C2=C(NS(=O)(=O)c3ccc(Cl)cc3)C(=O)c3ccccc3C2=O)CC1,-2,2,23,96,2,-2,4.7,-24,0.2,0
CS(=O)(=O)c1ccc(Cl)c(NC(=O)COC(=O)c2c(Cl)cccc2Cl)c1,1,-3,10,93,3,-2,1.1,-5,6.5,0
CC(C)CC(=O)/C=C/n1c(=S)oc2ccccc21,1,7,0,110,-7,·,0.8,-5,-0.5,2
CC(C)(C)OC(=O)C[C@H]1C/C=C\C[C@@H](CC(=O)N[C@@H](CO)Cc2ccccc2)C(=O)NC[C@@H](c2ccccc2)OC1=O,-15,-4,-8,105,3,-2,-1.7,9,2.5,1
O=C(OCc1ccccc1F)c1cc2ccccc2cc1O,-1,-1,-10,107,-3,-1,0.1,0,-0.1,-4
CC(C)C(=O)NNC(=O)c1c(O)c2ccccc2[nH]c1=O,14,4,-2,99,-1,4,-2.2,12,0.4,3
c1ccc(-c2nn3c(Cn4nnc5ccccc54)nnc3s2)nc1,-5,0,8,90,-2,·,-3.4,18,0.5,4
COc1cc(OC)cc(C(=O)NCC(=O)OCc2nc3ccccc3s2)c1,-2,0,55*,97,-2,1,-1.3,7,0.4,2
O=C(CSc1nc2c(c(=O)n1-c1ccc(F)cc1)SCC2)N1CCCC1,-6,6,7,103,0,·,0.1,-1,0.0,-1
CCCC(c1nnnn1C(C)(C)C)N1CCN(Cc2ccccc2)CC1 (centres undefined),2,0,-5,100,3,-2,-3.0,15,-2.4,2
CN(CCc1ccccc1)C(=O)c1ccc(NC(=O)Cc2cccc(NC(=O)C3CCN(C(=O)C4CCC4)CC3)c2)cc1,-14,1,10,91,-3,-2,-2.9,14,1.4,-1
Cc1oc(-c2ccccc2Cl)nc1CSCC(=O)N1CCCC1,-1,3,-4,104,0,-13,-0.9,4,1.5,-6
COc1ccc(C2=NOC(COc3ccc([N+](=O)[O-])cc3)C2)cc1 (centres undefined),-2,1,41,·,0,8,-2.3,11,1.0,7
CCOC(=O)C1CCCN(C(=O)C2CCCN(S(=O)(=O)c3ccc4c(c3)oc(=O)n4C)C2)C1 (centres undefined),-8,5,2,99,2,-3,-1.9,11,-1.0,-3
CS(=O)(=O)NCc1ccc(C(=O)NC2CCCCC2)cc1,-9,0,7,114,-5,-22,-1.3,7,-0.9,-2
COc1ccc(CSc2nnc3[nH]c(=O)cc(N)n23)cc1,-7,0,17,94,1,1,0.1,0,1.3,0
Cc1ccc(NC(=O)c2cc([N+](=O)[O-])ccc2N2CCOCC2)cc1S(=O)(=O)N(C)C,-13,-4,-2,103,-5,-2,-0.1,0,-0.8,-4
Cc1ccccc1CNC(=O)CC1C(=O)NCCN1Cc1c(F)cccc1Cl (centres undefined),-19,3,7,100,-1,-2,-2.8,16,0.0,-2
O=C(NCC(c1ccc(F)cc1)N1CCOCC1)c1ccccc1F (centres undefined),6,3,33,101,1,2,-3.2,17,-8.1,3
COc1cc(/C=N/NC(=O)C(Cc2c[nH]c3ccccc23)NC(=O)OCC(C)C)cc([N+](=O)[O-])c1OCc1ccccc1 (centres undefined),4,-1,24,105,-2,7,-2.8,14,0.7,6
CCCCNC(=O)CSc1nc(CCC)nc2ccccc12,-5,-2,10,90,0,-2,-1.3,7,-1.8,3
CC(=O)N1CCN(c2ccc(NC(=O)c3ccco3)cc2Cl)CC1,-3,-5,37,110,0,4,-0.7,3,1.5,0
N/C(=N\OC(=O)Cc1cccs1)c1ccc(Cl)cc1,0,-3,3,·,-3,34*,5.6,-28,1.5,1
O=C(CCN1C(=O)c2ccccc2C1=O)Nc1cccc(S(=O)(=O)NC2=NCCC2)c1,13,0,4,103,5,-1,-0.8,4,-2.5,2
NS(=O)(=O)c1ccc(NC(=O)c2ccc3nccnc3c2)cc1,·,-4,13,91,-1,-1,·,·,-0.5,·
CCC1=Nc2ccc(Br)cc2C(c2ccccc2)N1CC(=O)OC (centres undefined),-8,-2,-9,95,-1,23,-2.7,13,0.9,3
Cc1nn(Cc2ccccc2Cl)c(C)c1C(=O)N1CCN(c2ccccc2)CC1,-8,-3,13,117,6,-1,-1.8,9,-0.1,0
CC1(C)Cc2noc(N)c2C(C)(C)N1O,-6,0,5,·,-4,-2,-0.1,1,1.5,3
Brc1ccccc1-c1ccccc1,-9,-2,6,104,2,0,-2.4,13,-0.8,-4
S=C(Nc1ccc(Nc2ccccc2)cc1)NC1CCCCCC1,-1,7,-5,82,0,-10,2.8,-14,0.6,-4
O=C(COc1ccc(F)cc1Cl)Nc1cc(S(=O)(=O)N2CCOCC2)ccc1N1CCCCC1,-5,-3,-1,110,-4,0,0.5,-3,-0.5,5
CC1CCN(C2=C(NS(=O)(=O)c3ccccc3)C(=O)c3ccccc3C2=O)CC1,3,2,9,97,-7,9,11,-60,-0.6,0
CCN1CCN(c2oc(-c3ccc([N+](=O)[O-])cc3)nc2C#N)CC1,·,-3,-5,105,·,1,·,·,·,·
CCOC(=O)c1sc(N)c(C(N)=O)c1C,·,0,6,·,3,·,·,·,1.9,·

# Reprinted at random: 2 entries already listed
SMILES,RTF Ca sens inh,V-ATPase pH,Arr AP2 block,DSG3 Ab inh,Keap1-Nrf2 PPI,Wnt bcat act,MOR-DOR ag,OPRM1-OPRD1 inv,LANA DNA inh,RTF Ca sens act
Cc1nn(Cc2ccccc2Cl)c(C)c1C(=O)N1CCN(c2ccccc2)CC1,-8,-3,13,117,6,-1,-1.8,9,-0.1,0
CC1CCN(C2=C(NS(=O)(=O)c3ccccc3)C(=O)c3ccccc3C2=O)CC1,3,2,9,97,-7,9,11,-60,-0.6,0
